# 14-3-3g Raf: modulators of human 14-3-3 gamma - Raf peptide interaction. P61981. AID 422. inhibition, % at 40 µM. 160,000 compounds, 0.19% hits. FP, 14-3-3gamma / TMR-pS259-Raf peptide binding; in the data active = inhibition above about 30%;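 note: 0% = protein plus tracer without compound and 100% = blank with tracer alone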
# Target sequence (P61981 whole entry, looked up): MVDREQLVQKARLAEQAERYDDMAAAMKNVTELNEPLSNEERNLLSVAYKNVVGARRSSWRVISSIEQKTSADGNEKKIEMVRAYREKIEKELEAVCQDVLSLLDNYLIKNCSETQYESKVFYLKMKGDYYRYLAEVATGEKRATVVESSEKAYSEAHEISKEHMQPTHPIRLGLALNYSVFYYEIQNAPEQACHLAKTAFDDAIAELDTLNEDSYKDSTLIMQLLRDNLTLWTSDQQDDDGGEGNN
# Numbers without * were called inactive; & = joins results of further samples.
SMILES,14-3-3g Raf
COC(=O)CCC(=O)Nc1nc(-c2ccccc2)cs1,-1&-18
CC(C)CN(CC(C)C)c1nc(N)c(C#N)c(CC#N)c1C#N,-11
COc1cc(CN2CCN(c3ccccc3F)CC2)cc(OC)c1O,-1
CCOC(=O)C1=CN(Cc2ccc(Cl)cc2)C=C(C(=O)OCC)C1c1ccc(C)s1,-5
c1ccc(CN2CCC(NCCc3ccc4c(c3)OCO4)CC2)cc1,-15
Cc1ccc(Nc2nc(-c3ccc([N+](=O)[O-])cc3)nc3ccccc23)cc1,6
O=C(CCCCn1c(=O)c2ccccc2n(CC(=O)Nc2cccc(F)c2)c1=O)NCc1ccco1,-1
Nc1ccc(C(=O)Nc2ccccc2C(=O)O)cc1,-1
CC(=O)Nc1ncc(Br)cc1[N+](=O)[O-],-13
CC(=O)Nc1ccccc1NC(=O)C(F)(F)F,5
NC12CC3CC(C1)CC(O)(C3)C2,-2
COc1ccc(C2CC(C(F)(F)F)n3nc(C(=O)Nc4ccccc4SC)c(Cl)c3N2)cc1 (centres undefined),-1
Cc1cccc(N(CC(=O)Nc2ccc3ccccc3c2)S(C)(=O)=O)c1C,-7
COC(=O)c1sc(NC(=O)c2cc3nc(-c4cccs4)cc(C(F)(F)Cl)n3n2)c(C(N)=O)c1C,-20
CCSc1nc2c(c(=O)[nH]1)C(C(C)C)C(C#N)=C(N)O2 (centres undefined),-4
O=C(CSc1nnc(-c2cccnc2)n1Cc1ccco1)c1ccc(Cl)c(Cl)c1,-25
N#Cc1c(N)nc(SC2CCCCC2=O)c(C#N)c1-c1ccc(O)cc1 (centres undefined),-7
CCc1ccc(C(=O)c2c[nH]c3ccc(Cl)cc3c2=O)cc1,-16
O=C(NCCCN1CCOCC1)C1C2C=CC3(CN(Cc4ccccc4Cl)C(=O)C13)O2 (centres undefined),-6
CC(C)c1ccc(NC(=O)C2c3ccccc3C(=O)N(C)C2c2cn(C)c3ccccc23)cc1 (centres undefined),-3
CC1CCCCN1S(=O)(=O)c1ccc2[nH]c(=O)cc(C(=O)NCCN3CCN(c4ccccc4F)CC3)c2c1 (centres undefined),-41
COc1ccc(CN2C(=O)CC(C(=O)Nc3ccc(C(=O)O)cc3)SC2=Nc2ccccc2F)cc1 (centres undefined),3
CCOc1ccc(CCNC(=O)C(CC)n2nc(C)n3c(cc4sccc43)c2=O)cc1OCC (centres undefined),6
O=C(CN1CCN(C(=O)c2cccc(F)c2)CC1)Nc1ccccc1Cl,2

# Next section; the last 3 above are carried over.
SMILES,14-3-3g Raf
COc1ccc(CN2C(=O)CC(C(=O)Nc3ccc(C(=O)O)cc3)SC2=Nc2ccccc2F)cc1 (centres undefined),3
CCOc1ccc(CCNC(=O)C(CC)n2nc(C)n3c(cc4sccc43)c2=O)cc1OCC (centres undefined),6
O=C(CN1CCN(C(=O)c2cccc(F)c2)CC1)Nc1ccccc1Cl,2
CCOc1ccc(NC(=O)c2cccc([N+](=O)[O-])c2C)cc1,-26
Cc1ccc(OCCn2c(C)c(/C=N/n3cnnc3)c3ccccc32)cc1,-15
c1ccc2[nH]c(Sc3ncnc4ccccc34)nc2c1,-5
CN1C(=O)N(C)C2CC1N(C)C(=O)N2C,0
CCOC(=O)c1c(C)[nH]c(C(=O)COC(=O)c2cn(CC)c3nc(C)ccc3c2=O)c1C,-14
COc1ccc(OC)c(NC(=O)c2c(NCc3ccc(C)o3)sc3c2CCC(C)C3)c1 (centres undefined),-77
O=C(Oc1ccc2ccc(OC(=O)N3CCOCC3)cc2c1)N1CCOCC1,-1
CCOC(=O)c1c(-c2ccc(OC)cc2)nc2nonc2c1N,-10
COc1ccccc1CNC(=O)CSc1nc2[nH]ncc2c(=O)n1-c1ccccc1,-1
COc1ccc(C2C(C(=O)OCC3CCCO3)=C(C)NC3=C2C(=O)CC(C)(C)C3)c(OC)c1OC (centres undefined),-8
CC(C)c1cc(NC(C)c2ccccc2)n2c(nc3ccccc32)c1C#N (centres undefined),-7
Cc1c(N2C(=O)CSC23C(=O)Nc2ccccc23)c(=O)n(-c2ccccc2)n1C (centres undefined),-7&-8
CCC(=O)N1c2ccccc2NC2=C(C(=O)CC(c3ccc(OC)cc3)C2)C1c1ccc(C(=O)OC)cc1 (centres undefined),-10
CC(C)(C)C1CCc2nc3ccccc3c(C(=O)O)c2C1 (centres undefined),0
O=C(O)c1ccc(-c2nnc(-c3ccccc3)o2)cc1,0
CC(C)C(c1nnnn1Cc1ccccc1)N(CCCO)Cc1cc2cc3c(cc2[nH]c1=O)OCO3 (centres undefined),-6
CN(C)c1ccc(-c2nc3ccccc3n2CCCOc2ccccc2)cc1,7
CCC(C)c1ccc(O)c(N)c1 (centres undefined),-4
COc1ccc(OC)c(C(c2nnnn2C(C)(C)C)N2CCc3ccccc3C2)c1 (centres undefined),0
O=C(Nc1ccncc1)c1cc2c(ccc3ccccc32)oc1=O,3
O=C(CSc1nc2ccc(N3C(=O)c4ccccc4C3=O)cc2s1)c1ccccc1,-77
Clc1ccc(-c2nnc(C3CCCCC3)o2)cc1,1
O=S(=O)(c1cccc(C(F)(F)F)c1)N1CCC(O)(c2cccnc2)CC1,0
CC(=O)N(CN1C(=O)c2ccccc2C1=O)c1cccc(C)c1,5

# Reformatted: two of the compounds above.
14-3-3g Raf | compound
0 | COc1ccc(OC)c(C(c2nnnn2C(C)(C)C)N2CCc3ccccc3C2)c1 (centres undefined)
3 | O=C(Nc1ccncc1)c1cc2c(ccc3ccccc32)oc1=O

# Additional entries:
SMILES,14-3-3g Raf
Cc1cc(C)c(C(=O)CN2C(=O)CCC2=O)cc1C,-15
CCOc1ccccc1-c1nc(-c2nonc2N)no1,0
O=C(c1cccc(F)c1)N1CCN(C(=O)c2cccs2)CC1,-11
Cc1ccc(-c2nn(CC(=O)NCCc3c(C)n(C)c4ccccc34)c(=O)c3ccccc23)cc1S(=O)(=O)N1CCOCC1,-70
C=C1CSc2nc(=O)c3c(C)c(C)sc3n21,3
Cc1cc(Nc2ccccc2C(=O)O)nc2nc3ccccc3c(=O)n12,0
CN(c1ccccc1C(N)=O)S(=O)(=O)c1ccccc1,-2
Cc1ccc(-c2csc(NC(=O)c3ccccc3Oc3ccccc3)n2)cc1,7
O=C(CN1C(=O)CSc2ccc(S(=O)(=O)N3CCCCC3)cc21)NCc1ccco1,-15
CN1CCCN(C(=O)c2cc(=O)[nH]c3ccccc23)c2nc3ccccc3nc21,-12
CCOc1cc2c(cc1OCC)C1C(C(=O)N3CCC(C(N)=O)CC3)c3ccccc3C(=O)N1CC2 (centres undefined),3
COc1ccccc1CN1C(=O)C2C3C=CC(C3)C2C1=O (centres undefined),-6

# Already shown: an excerpt of the list.
SMILES,14-3-3g Raf
Cc1cc(C)c(C(=O)CN2C(=O)CCC2=O)cc1C,-15
CCOc1ccccc1-c1nc(-c2nonc2N)no1,0

# New compounds follow:
SMILES,14-3-3g Raf
Cc1sc2ncn(CC(=O)NCCCC(=O)N3CC(C)CC(C)C3)c(=O)c2c1C (centres undefined),-1
COc1cc(NC(=O)c2sc3ncn(CC(=O)N4CCOCC4)c(=O)c3c2C)cc(OC)c1OC,-2
CC(=O)C1=C(O)C(=O)N(Cc2ccccc2)C1c1ccccc1F (centres undefined),-2
CC(=O)c1ccc(NC(=O)N2CCN(c3cccc(Cl)c3)CC2)cc1,-3
CCN(CC)C(=O)c1ccc2c(=O)n(CC3CCCO3)c(=S)[nH]c2c1 (centres undefined),0
CC(C)c1nc(=S)n(-c2ccccc2)[nH]1,-6
CCc1ccc2oc(-c3cc(N)cc(C)c3O)nc2c1,-41
COc1ccccc1C(=O)OCn1nnc2ccccc2c1=O,0
O=C(CN1CCN(CC(=O)Nc2ccccc2F)CC1)Nc1ccc2c(c1)OCCO2,-4
COC(=O)c1c(N)oc2c(-c3ccc(Cl)cc3)c3c(C(=O)OC)c(N)oc3cc12,-63
O=C(Oc1ccc2ccccc2c1)c1ccc(Cl)c([N+](=O)[O-])c1,3
CCOC(=O)c1c(-c2ccccc2)csc1NC(=O)c1ccc(OC)cc1,-6
CCn1c(=NC(=O)CSC(C)=O)sc2ccccc21,-8&-3
Cc1ccc(NC(=O)c2c(C)nc3sc(C(=O)NCCC4=CCCCC4)c(N)c3c2-c2cccnc2)c(C)c1,-15
C=CCOC(=O)C1=C(C)Nc2nc3ccccc3n2C1c1cccs1 (centres undefined),-4
CC12CCC(C(=O)N3CCCCC3)(OC1=O)C2(C)C (centres undefined),-2
CCCc1nc(SCC(=O)N2CCCC2)c2ccccc2n1,-1
O=C(Nc1ccc2c(c1)oc1ccccc12)C1CC1,-15
CCOC(=O)c1cnc2c(C)cc(Cl)cc2c1Nc1ccc(N(C)C)cc1,-10
CCN(C(=O)Cn1ncc2c(=O)oc3ccccc3c21)c1cc(C)ccc1C,1
Cc1cc(=O)n2ncnc2n1Cc1ccccc1,-5
COc1ccc(NC(=O)c2cccc([N+](=O)[O-])c2C)c(OC)c1,-8
COc1ccc(CNc2nc3ccccc3n2CCN2CCCCC2)c(OC)c1,7
COc1ccc(OC)c(S(=O)(=O)N2c3cc(F)ccc3CCC2C)c1 (centres undefined),-10

# Arranged by the number under 14-3-3g Raf (falling): some entries from above
SMILES,14-3-3g Raf
Cc1cc(Nc2ccccc2C(=O)O)nc2nc3ccccc3c(=O)n12,0
COc1ccccc1CNC(=O)CSc1nc2[nH]ncc2c(=O)n1-c1ccccc1,-1
CCOC(=O)c1c(-c2ccc(OC)cc2)nc2nonc2c1N,-10
Cc1cc(C)c(C(=O)CN2C(=O)CCC2=O)cc1C,-15
O=C(CSc1nnc(-c2cccnc2)n1Cc1ccco1)c1ccc(Cl)c(Cl)c1,-25

# Further entries follow:
SMILES,14-3-3g Raf
Cc1ccc(C(C)C)c(Oc2nnnn2-c2ccccc2)c1,-4
CCc1ccc2oc(-c3ccc(NC(=O)c4ccc([N+](=O)[O-])o4)cc3)nc2c1,-59
CC1CC(C)CN(CCCNC(=O)Cc2c(C(=O)O)[nH]c3ccc(Cl)cc23)C1 (centres undefined),-2
CC(C)CCNC(=O)CCNS(=O)(=O)c1ccc(Cl)cc1,-5
O=C(NC1CCCCC1)c1ccc(S(=O)(=O)N2CCOCC2)cc1,-2
O=C(NCc1ccccn1)c1c(O)c2c([nH]c1=O)CCCC2,-1&3
CN=C1SC(C(=O)Nc2ccc(C(=O)O)cc2)CC(=O)N1c1ccc(OC(F)(F)Cl)cc1 (centres undefined),3
O=C(Nc1ccc(NC(=O)C2CC2)nc1)c1ccco1,-5
Cc1cc(C)n(C(=O)CNC(=O)c2cccs2)n1,-10&1
Cc1c(Cl)cccc1NC(=O)CC(C(=O)O)C1CCCO1 (centres undefined),-5
CCN1C(=O)C(=O)c2ccccc21,-10
Cn1c(SCC(=O)NCc2ccco2)nc2ccccc21,-5
CCOc1cc(-c2nc3sc4c(c3c(=O)[nH]2)CCCC4)ccc1OCc1ccc(F)cc1,-3
COc1ccc(C2C(=O)N(C3CCC(C)CC3)CC(=O)N2Cc2ccc(C)cc2)cc1OC (centres undefined),10
O=C(O)CN1CC2([N+](=O)[O-])CC=C(Br)C([N+](=O)[O-])(C1)C2 (centres undefined),-5
Clc1ccc(OCCCn2c(COc3ccccc3)nc3ccccc32)cc1,-8
O=C1C(Nc2ccc(O)cc2)=CC(=NS(=O)(=O)c2cccs2)c2ccccc21,14
N#CC1=C(N)OC2=C(C(=O)CCC2)C12CCN(C(=O)OCc1ccccc1)CC2,-8
CC(=O)N1CCN(C2=Nc3cccc4cccc2c34)CC1,0
c1csc(-c2nn3c(C4CCCCC4)nnc3s2)c1,-5
Cc1c(N=Cc2ccc(-c3ccccc3Cl)o2)c(=O)n(-c2ccccc2)n1C,-5
CC(C)Cn1c(=O)[nH]c2ccccc21,2
CCCc1cc(C(N)=O)c(NC(=O)C2CCCO2)s1 (centres undefined),-59
CC(C)Cn1cc(C(=O)N2CCN(c3cccc(Cl)c3)CC2)c2c3ccccc3n(C)c2c1=O,5
O=[N+]([O-])c1cc(C=Nc2ccc3nc(-c4ccccc4)[nH]c3c2)ccc1Cl,-10
Cc1ccc(NC(=O)c2cc(C)on2)cc1,-8&-1
O=[N+]([O-])c1cccc(C=Nc2c(-c3ccco3)nc3ccccn23)c1O,0
CCC1(CC)Nc2ccccc2C(=O)N1c1ccc(NC(C)=O)cc1,-1
COc1ccc(-c2nc3ccc(Br)cc3c(C(=O)O)c2C)cc1,-7
CCOc1ccc(Nc2ncnc3c2cnn3-c2ccccc2)cc1,0&-10
CN(c1ccccc1)c1ncnc(N)c1[N+](=O)[O-],-3
O=S(=O)(Nc1ccc2c(c1)OCCO2)c1ccc2c(c1)OCCO2,4
O=c1[nH]c2ccccc2n1CCCCl,2
O=C(CSc1nnc(Cc2ccccc2)o1)N1CCCC1,6
Cc1cc(C)cc(-n2cnc3cc(C(=O)NCc4ccc(F)cc4)ccc32)c1,-1
CCCCn1c(SCC(=O)Nc2ccc(F)cc2)nc2c(sc3ccccc32)c1=O,2
CCS(=O)(=O)NCC(c1cccnc1)N1CCN(c2ccc(F)cc2)CC1 (centres undefined),-8
Cc1cc(C(=O)N2CCOCC2)n(-c2ccccc2)n1,-3
O=c1c2ccccc2n(Cc2ccc([N+](=O)[O-])cc2)c(=O)n1Cc1ccccc1,4
CCOC(=O)C1=C(C)NC2=C(C(=O)CCC2)C1c1cccs1 (centres undefined),-7&-9
O=C(Cc1ccc(-n2c(=O)[nH]c3ccsc3c2=O)cc1)N1CCC(N2CCCCC2)CC1,-6
COc1ccc(C)cc1S(=O)(=O)Nc1cccc(SC)c1,-4
Cc1ccc(NC(=O)c2cc(S(=O)(=O)NCCc3ccccc3)ccc2F)cc1Cl,-1
Cc1ccc(N2CN(Cc3ccccc3)CNC2=S)c(C)c1,1
Cc1noc(C)c1COC(=O)CCC(=O)c1ccc(F)cc1,-5
COc1ccc(C(=O)Oc2c(Sc3ccc(C)cc3)c(C)nn2C(C)(C)C)c(OC)c1,-1
COc1cccc(C2C(C(=O)c3cccs3)=C(O)C(=O)N2CCCn2ccnc2)c1OC (centres undefined),1
CCOc1ccc(-c2cc(C(=O)NCc3ccccn3)c3ccccc3n2)cc1,-30
COCCNC(=O)c1c(NC(=O)C2COc3ccccc3O2)sc2c1CCCC2 (centres undefined),-10
CC(=O)OCC1OC(n2cnc3c(=O)[nH]cnc32)C(OC(C)=O)C1OC(C)=O (centres undefined),13

# Compound activity: PubChem BioAssay, Emory University Molecular Libraries Screening Center

# These rows are one share of the data (hit frequency here may not be typical).
